MT1-MMP act inh – blocks activation of human MT1-MMP; P50281; HT1080 RFP-PRO-GFP cells, GFP/RFP ratio fluorescence, overnight; percent of plate control window, DMSO zero; GFP/RFP ratio change, % at 20 µM; 360,000 tested, 0.061% active;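 active = GFP/RFP ratio change of at least 30% with cell ATP level not reduced by more than half and red fluorescence within 50% of control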; note: strong numbers were not always called active
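Material: RFP-PRO-GFP reporter HT1080 cells. Dosing: single-point 20 µM compound, 1% DMSO. Controls: DMSO and RFP-L50D-GFP cell wells. Timing: cells overnight before dosing, compound overnight, 37 °C, 5% CO2. Measure: GFP/RFP fluorescence ratio.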
NadD inh – inhibitors of Staphylococcus aureus NadD. purified NadD enzyme, colorimetric absorbance read-out. 360,000 tested, 0.78% active. AID 602399. inhibition, % at 20 µM; in the data active = inhibition above about 26%; note: some compounds past the cut are filed as inactive
FAS-TE inh – FAS thioesterase (human) inhibition; 360,000 tested, 0.67% active; inhibition, % at 15 µM; P49327; recombinant FAS-TE, OMFH fluorogenic substrate, fluorescence endpoint;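 active = compounds whose normalised, plate-corrected inhibition of enzyme fluorescence in the single-dose primary screen is 50% or more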;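 note: 0% = DMSO with enzyme and 100% = substrate without enzyme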
Rpn11 inh – Rpn11 (human) deubiquitinase inhibition; human 26S proteasome, Ub4-pepOG fluorescence polarization; 20S core pre-blocked with epoxomicin; calls only at 20 µM; 360,000 tested, 0.59% active; O00487;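 active = inhibition at 20 µM, scaled to each plate's controls, above about 33%, limit read from the data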
Target sequence (O00487 whole entry, looked up): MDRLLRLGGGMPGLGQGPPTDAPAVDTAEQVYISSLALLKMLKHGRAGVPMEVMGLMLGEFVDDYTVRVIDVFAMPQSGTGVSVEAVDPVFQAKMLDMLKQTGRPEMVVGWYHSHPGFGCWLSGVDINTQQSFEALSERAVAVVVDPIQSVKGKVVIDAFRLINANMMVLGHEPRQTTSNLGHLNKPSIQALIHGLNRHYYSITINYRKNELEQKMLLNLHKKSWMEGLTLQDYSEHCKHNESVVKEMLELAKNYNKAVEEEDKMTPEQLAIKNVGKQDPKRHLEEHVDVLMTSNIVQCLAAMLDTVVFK
MLLE-PAM2 inh – inhibitors of microRNA-mediated deadenylation, human PABP1 MLLE binding; AID 588489; 360,000 tested, 0.36% active; inhibition, % at 20 µM; GST-MLLE / FITC-PAM2 fluorescence polarization; in the data active = inhibition above about 35%, passing the limit was not always enough;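 note: plate controls were DMSO wells with GST-MLLE for no effect and wells lacking GST-MLLE protein for full effect; some results filed as inactive read as strong as hits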
Rin1-Abl PPI inh – blocks binding of human Rin1 to Abl; P00519+Q13671; inhibition, % at 7.35 µM; TR-FRET Rin1/Abl binding, biochemical; 360,000 tested, 0.4% active; AID 588664; in the data active = inhibition above about 5%, passing the limit was not always enough
SKN-1 inh – inhibitors of C. elegans SKN-1 | C. elegans VP596 Pgst-4::GFP/RFP ratio, acrylamide-induced, 24 h | inhibition, % at 21.8 µM | 360,000 tested, 0.49% active | AID 624304;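 active = interference check ratio from 0.5 to 1.5 plus GFP to RFP signal ratio inhibition reaching or exceeding a fixed threshold, cut at about 30% in these data, passing the limit was not always enough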; note: some compounds called inactive have numbers as strong as hits
CSN inh – CSN deneddylation inhibition | Q92905 | Purified CSN, SCF-Nedd8-OG deneddylation, fluorescence polarization | inhibition, % at 12.5 µM | 360,000 tested, 0.38% active | AID 651999;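 active = pattern-corrected inhibition above about 35%, with an unprinted fluorescence ratio check between 0.5 and 1.5, limit read from the data, passing the limit was not always enough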;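 note: 0% = enzyme with substrate and 100% = substrate without enzyme; some results filed as inactive read as strong as hits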
Target sequence (Q92905 whole entry, looked up, one chain of several): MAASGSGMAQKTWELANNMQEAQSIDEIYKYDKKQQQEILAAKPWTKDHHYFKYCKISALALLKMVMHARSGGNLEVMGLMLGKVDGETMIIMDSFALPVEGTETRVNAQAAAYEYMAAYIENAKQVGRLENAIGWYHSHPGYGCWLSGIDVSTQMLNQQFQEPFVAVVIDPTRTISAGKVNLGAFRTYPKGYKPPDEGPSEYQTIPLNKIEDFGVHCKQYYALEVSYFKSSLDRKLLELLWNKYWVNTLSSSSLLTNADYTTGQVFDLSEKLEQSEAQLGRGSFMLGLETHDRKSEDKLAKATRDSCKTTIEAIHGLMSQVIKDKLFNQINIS
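Assay system: purified human Csn5 enzyme expressed in HEK293T cells; Input: 0.24 nM Csn5 enzyme, final concentration; Reagent: 10 nM SCFSkp2-Nedd8OG; Compound dosing: 12.5 µM single point; Times: reaction 90 min, room temperature; Technique: fluorescence polarization readout.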
Neddylation inh – inhibitors of human cullin neddylation. TR-FRET cullin neddylation, biochemical. calls only at 25 µM. 360,000 tested, 0.58% active. AID 651699; in the data active = inhibition above about 36%
Active calls of the source: *; i = inactive; nt = no result given.

The opening 3 entries, to show the layout:
SMILES	MT1-MMP act inh	NadD inh	FAS-TE inh	Rpn11 inh	MLLE-PAM2 inh	Rin1-Abl PPI inh	SKN-1 inh	CSN inh	Neddylation inh
CN(C)S(=O)(=O)c1cccc(C(=O)OCC(=O)Nc2ccccc2OC(F)F)c1	-4.2	8.2	1.6	i	12.4	-1.1	-15.9	5.1	i
CC(=O)Nc1cccc(-c2cc(-c3c(Cl)cccc3Cl)no2)c1	-1.6	-8.8	41.1	i	-10.9	0.0	3.4	1.5	i
COCCNCCOCCOc1cccc(OC)c1	6.9	3.6	-4.3	i	9.1	-0.8	4.9	3.6	i

The whole of this part, from the first entry:
SMILES	MT1-MMP act inh	NadD inh	FAS-TE inh	Rpn11 inh	MLLE-PAM2 inh	Rin1-Abl PPI inh	SKN-1 inh	CSN inh	Neddylation inh
CN(C)S(=O)(=O)c1cccc(C(=O)OCC(=O)Nc2ccccc2OC(F)F)c1	-4.2	8.2	1.6	i	12.4	-1.1	-15.9	5.1	i
CC(=O)Nc1cccc(-c2cc(-c3c(Cl)cccc3Cl)no2)c1	-1.6	-8.8	41.1	i	-10.9	0.0	3.4	1.5	i
COCCNCCOCCOc1cccc(OC)c1	6.9	3.6	-4.3	i	9.1	-0.8	4.9	3.6	i
O=C(N/N=C/c1ccc(F)cc1)c1cccc(NC(=O)c2ccc(F)cc2)c1	3.3	8.6	4.8	i	-16.6	1.8	-2.8	2.6	i
N#Cc1ccsc1NC(=O)c1cnccn1	nt	5.2	-5.7	i	-11.7	0.2	2.6	2.5	i
Cc1cc(=O)c(C(=O)O)cn1Nc1ccc(Cl)cc1	-0.9	-1.9	-5.1	i	7.7	1.4	-29.4	-3.8	i
O=C(c1ccccc1)N1CCN(CC(O)COc2cccc3ccccc23)CC1 (stereo not drawn)	3.4	-4.7	-0.5	i	-2.3	-1.6	-5.7	0.7	i
COc1ccc(-c2nc3ccccn3c2CN2CCN(c3ccccc3F)CC2)cc1	-0.3	-4.1	26.4	i	9.0	-0.5	-4.7	1.0	i
O=C(Nc1ccc2oc(-c3ccncc3)nc2c1)c1c(F)c(F)c(F)c(F)c1F	5.6	2.9	-4.7	i	-0.9	-0.6	-20.3	-1.6	i
Cc1cc(NC(=O)CSc2ncn[nH]2)no1	1.8	-5.8	-8.2	i	-13.7	-1.3	13.3	1.0	i
COCCCNC(=O)/C(=C\c1cccn1C)NC(=O)c1cccs1	-2.2	-1.0	-7.8	i	-10.7	-1.6	3.2	1.4	i
O=C(N/N=C/c1cccc(O)c1)N/N=C/c1cccc(O)c1	nt	2.6	1.8	i	-7.4	2.6	14.5	5.8	i
COc1ccc(C(CC(=O)c2ccc(C)cc2)C(C#N)C#N)cc1OC (stereo not drawn)	-8.3	-7.4	10.7	i	-0.2	-0.4	-2.6	2.2	i
CC(C)c1csc(CN2CCC(CCC(=O)NCC3CCCO3)CC2)n1 (stereo not drawn)	-2.1	-5.1	-4.8	i	-2.8	-2.0	-9.4	1.2	i
O=C(C[C@@H]1C/C=C\CCC(=O)O[C@H](c2ccccc2)CNC1=O)N[C@H](CO)Cc1ccccc1	1.6	0.3	-6.6	i	12.2	3.8	5.0	-3.8	i
COCCn1c(SCC(=O)Nc2ccc(F)cc2)nc2ccccc2c1=O	-1.9	-1.0	5.0	i	1.4	4.1	23.9	0.7	i
CC(C)(C)SCCNC(=O)CSc1ccccc1	1.7	-4.3	-6.4	i	12.2	3.0	8.8	-3.5	i
Nc1sc2c(c1C(=O)NC1CCS(=O)(=O)C1)CCC2 (stereo not drawn)	-3.2	2.3	-2.9	i	19.0	0.1	27.6	-4.5	i
C/C(=N\NC(N)=S)C1(C)CCCCC1	-1.6	0.4	-19.1	i	-15.1	-1.3	-3.6	-6.4	i
COc1ccc(C(=O)Nc2cc(=O)n(C)c(=O)n2C)cc1OC	-1.7	-6.1	-9.1	i	2.2	-4.6	-1.2	-2.8	i
CC(C)N(C(C)C)S(=O)(=O)c1ccc(NN)nc1	0.8	-0.4	-9.0	i	7.4	-2.0	-0.3	2.8	i
CN(CC(=O)Nc1ccccc1Cl)C(=O)COC(=O)C1=COCCO1	-1.5	2.5	-2.9	i	10.4	0.0	-14.3	-4.4	i
CC(=O)N1CCN(Cc2nc3cc([N+](=O)[O-])ccc3n2C)CC1	-0.9	-3.6	-0.1	i	-2.9	2.3	6.2	2.2	i
C[C@@H]1CNC(=O)c2c(C(=O)NCc3ccc(CNC(=O)OC(C)(C)C)cc3)ncn21	9.8	9.5	-11.2	i	-7.4	-2.9	-10.0	1.9	i
O=C(CN1CCN(CC(=O)Nc2cccc(F)c2)CC1)NCC1(N2CCOCC2)CCCCC1	6.1	-1.1	-0.6	i	3.1	1.4	-8.5	4.0	i
CCN(CC)S(=O)(=O)c1ccc(C(=O)NCc2n[nH]c(=S)n2Cc2ccccc2)cc1	15.3	4.8	-6.2	i	0.6	5.0	0.2	-8.5	i
OCc1nc(CO)n(Cc2ccccc2)n1	-0.3	-5.4	-6.6	i	-10.5	4.1	-5.4	-0.9	i
COc1ccc(S(=O)(=O)N(C)C)cc1NC(=O)COC(=O)C1CC1	1.6	-1.7	-3.8	i	-2.4	3.1	-16.7	-1.1	i
Cc1ccnc(NC(=O)c2ccc3[nH]c(=O)c(=O)[nH]c3c2)c1	0.6	-3.6	-8.8	i	-6.6	1.5	8.3	-2.0	i
Cc1nn(C(C)C(=O)NCCc2ccco2)c(=O)c2nn(-c3ccccc3)c(C)c12 (stereo not drawn)	-1.6	-0.8	-5.2	i	7.6	-0.7	15.0	-9.2	i
COc1ccccc1NC(=O)c1ccc(C(=O)Nc2ccccc2OC)nc1	2.1	-7.3	16.9	i	-0.5	3.3	6.0	-4.7	i
CC(=O)Nc1ccc(S(=O)(=O)N2CCSC2c2ccc(C)cc2)cc1 (stereo not drawn)	-0.5	-4.2	9.4	i	4.1	-4.4	-2.5	-2.7	i
CC1=C(C#N)C(c2ccc(O)cc2)C(C#N)=C(C)N1	3.6	-4.7	-0.9	i	3.3	2.4	-5.3	-1.0	i
CCOC(=O)c1cccc(NC(=O)CCc2nnc3ccc(N4CCOCC4)nn23)c1	0.9	-5.9	-4.0	i	0.6	3.8	13.6	3.7	i
COCCOC(=O)c1c(C)oc2ccc(OC(=O)COc3c(F)c(F)c(F)c(F)c3F)cc12	-0.4	-1.8	-5.5	i	1.7	-1.5	-9.0	-0.9	i
COc1ccc(C2=CC(=O)C[C@H](c3ccc(OC)c(OC)c3)C2)cc1	-1.3	-3.8	21.0	i	3.5	0.0	-8.0	4.5	i
COc1ccc(CN(C(=S)Nc2ccccc2)C2CC(=O)N(c3ccccc3)C2=O)cc1 (stereo not drawn)	0.6	-2.7	15.1	i	-14.2	1.1	3.9	5.8	i
COc1ccc(NC(=O)c2c(NC(=O)CCC(=O)O)sc3c2CCCCC3)cc1	1.3	-6.4	-3.2	i	-17.7	3.2	-3.3	-1.6	i
N#Cc1c(-c2ccc(F)cc2)c(-c2ccc(F)cc2)nn(CCO)c1=O	-1.4	-0.2	-1.7	i	3.6	-0.3	-11.4	-6.5	i
Cc1cc(=O)oc2c(C(=O)/C=C\c3cccs3)c(O)ccc12	-4.2	2.0	-8.1	i	11.1	-5.3	1.6	2.0	i
COCC(C)N1CCC(Oc2ccc(C(=O)NCc3ccccn3)cc2)CC1 (stereo not drawn)	-2.0	0.9	-4.8	i	-1.6	0.2	-16.2	-0.5	i
COC(=O)/C=C/C(=O)Nc1cccnc1	3.0	1.6	-2.2	i	-7.7	0.8	-15.2	-4.0	i
NC(=O)c1ccc[n+](CCC[n+]2cccc(C(N)=O)c2)c1	3.8	2.4	-3.7	i	-5.0	2.7	11.7	-6.1	i
O=C(NCc1ccc(Cl)cc1)N1CCc2ccccc2C1	4.0	-4.6	15.6	i	-5.7	1.2	1.7	-2.4	i
Cc1ccc(/C=N/NC(=O)CN2CCN(Cc3ccccc3)CC2)s1	5.4	1.6	-0.5	i	-9.5	2.3	0.7	-1.9	i
O=C(CSc1nc2ccccc2o1)N1N=C(c2cccs2)CC1c1ccc(F)cc1 (stereo not drawn)	0.7	1.3	34.3	i	9.4	-1.2	11.3	-3.2	nt
CN(C)c1nc(OCCOC(=O)c2ccccc2)nc(N(C)C)n1	4.7	-1.2	-0.2	i	8.3	-3.0	11.6	1.4	i
COCCNCCCCOc1ccc(Br)cc1C	5.4	1.6	-13.2	i	1.6	5.3	9.7	-3.6	i
CCCCCCCCC(=O)NNC(=O)c1c(O)c2ccccc2n(CCC)c1=O	1.0	-1.8	8.8	i	-8.6	-3.3	4.1	-8.4	i
COc1ccccc1CCCNC(=O)C1CCC(=O)N(CCN2CCOCC2)C1 (stereo not drawn)	-2.1	2.6	-5.7	i	-5.0	1.7	12.5	1.1	i
COc1ccc(C)cc1S(=O)(=O)N1CCC(C(=O)NCCc2ccccc2)CC1	5.6	-3.7	-6.4	i	-3.5	-1.1	1.4	-10.2	i
N=C1C(c2ccccc2)=C(O)CN1c1cccc(S(=O)(=O)N2CCOCC2)c1	6.1	-2.8	-3.8	i	1.8	-0.2	8.2	2.0	i
COc1ccc(NC(=O)c2cnn(-c3ccccc3)c2C)cc1OC	3.2	-3.2	-2.0	i	-6.1	2.7	7.1	3.4	i
Cc1ccc(C)c(NC(=O)COC(=O)CNC(=O)C2CCCCC2)c1	3.2	-2.2	-4.3	i	0.5	1.1	-8.7	-4.1	i
COc1ccc(C(=O)Nc2ccc(Cl)cc2C(=O)NCc2ccco2)cc1OC	3.5	-6.6	22.2	i	-6.6	-4.4	3.1	0.3	i
CN(NC(=O)COc1ccccc1)c1ccccc1	1.7	1.0	-8.9	i	4.3	-1.7	8.7	2.2	i
CCOc1cc(-c2sc(Nc3cc(C)ccc3OC)n[n+]2-c2ccccc2)ccc1OC	2.7	10.4	-146.1	i	-42.3	0.8	-0.3	1.0	i
N#CC1CN(Cc2ccccc2)CN(Cc2ccccc2)C1	6.9	0.2	10.7	i	-2.2	-2.5	16.5	1.0	i
C[C@@H]1CN([C@@H](C)CO)C(=O)c2cccc(NC(=O)c3nc4ccccc4s3)c2O[C@@H]1CN(C)CC1CC1	-1.9	-4.2	-15.7	i	1.1	-1.8	-3.7	-0.9	i
CCc1cc(C(=O)NCCN(C)C)cs1	3.8	-2.5	-5.8	i	-0.7	0.3	6.7	-1.3	i
COc1ccc(Br)c(C(=O)OCC(=O)NC2CCCCCCC2)c1	4.5	-8.3	14.9	i	5.5	2.0	3.8	3.3	i
CCCn1c(C(C)Nc2nc(-c3ccc(OC)cc3)cs2)nc2ccccc21 (stereo not drawn)	-4.5	2.0	8.2	i	3.5	3.7	-9.2	1.7	i
CCCn1nc(NS(=O)(=O)c2cccc3nonc23)c2cc3cc(C)ccc3nc21	-2.2	13.3	4.7	i	1.6	1.1	-12.0	-1.2	i

2 compounds from above with just CSN inh and Rin1-Abl PPI inh.
SMILES,CSN inh,Rin1-Abl PPI inh
CCCCCCCCC(=O)NNC(=O)c1c(O)c2ccccc2n(CCC)c1=O,-8.4,-3.3
N#CC1CN(Cc2ccccc2)CN(Cc2ccccc2)C1,1.0,-2.5
